# hcDAF-12 act = activators of H. contortus DAF-12 nuclear receptor; actives 1.4% (n = 370,000); HEK293 hcDAF-12 lit1-tk-luc reporter, luminescence; 0% DMSO, 100% Δ7-dafachronic acid; AID 652067; activation, % at 6.8 µM;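 active means activation above the mean of all tested compounds plus 3 SD, cut at about 5.5% in these data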;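 further: 100% = response to 3 µM Δ7-dafachronic acid high control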
# GAA850 FXN act = increases GAA850 frataxin promoter reporter activity. HEK293 lucGAA850 FXN promoter luciferase reporter, 24 h; percent of 10 µM SAHA response. activation, % at 6 µM. actives 0.56% (n = 360,000). AID 540364;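 active means activation above the average of all compounds screened plus 3 SD, cutoff fixed separately per campaign, cut at about 7.5% in these data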;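 further: 0% = DMSO wells and 100% = 10 µM SAHA wells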
# hgDAF12 agonist = hgDAF-12 agonism, primary luciferase screen; HEK293 GAL4-hgDAF12 UAS-luciferase reporter, agonist luminescence; normalized to butyrate control; activation, % at 6.8 µM; actives 1.8% (n = 370,000); AID 687014;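 active means activation above a cutoff set at the mean of all screened compounds plus 3 SD, cut at about 10% in these data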;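 further: 0% = DMSO wells and 100% = sodium butyrate wells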
# PLC-beta3 inh = inhibitors of human phospholipase C beta3; Q01970; Purified PLC-beta3, fluorogenic substrate, fluorescence; inhibition, % at 12.2 µM; actives 0.18% (n = 370,000); in the data active means inhibition above about 11%;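 further: 0% = median of compound wells on plate and 100% = full blocker control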
# DAX1 inh-1 = inhibitors of human orphan nuclear receptor DAX1 (NR0B1) | P51843 | HEK293 Gal4-DAX1 luciferase reporter, luminescence | inhibition, % at 6.75 µM | actives 0.99% (n = 340,000) | AID 504766;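 active means inhibition above the mean over all tested compounds plus 3 SD, cut at about 4.2% in these data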;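 further: 0% = DAX1-transfected cells with DMSO and 100% = empty-vector control cells with DMSO; inhibition shows as a rise in luminescence from relieved DAX1 repression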
# Target sequence (P51843 207-470 limits assumed): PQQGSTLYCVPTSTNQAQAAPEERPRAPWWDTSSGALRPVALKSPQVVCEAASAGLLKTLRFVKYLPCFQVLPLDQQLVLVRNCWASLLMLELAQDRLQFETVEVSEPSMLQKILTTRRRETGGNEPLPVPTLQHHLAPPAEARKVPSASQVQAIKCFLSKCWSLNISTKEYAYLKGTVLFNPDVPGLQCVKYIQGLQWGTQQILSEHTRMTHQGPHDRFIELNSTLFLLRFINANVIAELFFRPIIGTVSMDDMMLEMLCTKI
# HGIII-sPLA2 inh = Blocks human group III sPLA2 activity; QFRET BODIPY PC-A2 liposome hydrolysis, fluorescence; inhibition, % at 12.2 µM; actives 0.56% (n = 370,000); AID 743126;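 active means inhibition above mean plus 3 SD of compounds lying within the high and low control bounds, cut at about 19% in these data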;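 further: 0% = median of test compound wells and 100% = no enzyme DMSO wells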
# DAX1 inh-2 = DAX1 (NR0B1) inhibition, primary screen | HEK293T StAR-luciferase reporter, SF-1/DAX-1 repression relief | inhibition, % at 6.8 µM | actives 1.1% (n = 370,000) | AID 652010;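 active means inhibition above the mean over all tested compounds plus 3 SD, cut at about 3.6% in these data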;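 further: 0% = DAX-1 cells with DMSO and 100% = cells lacking DAX-1 with DMSO; higher inhibition means more luminescence from relief of DAX-1 repression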
# ADAM17 inh = inhibits human ADAM17; P78536; recombinant ADAM17, EDANS/DABCYL FRET peptide cleavage; inhibition, % at 6.95 µM; actives 0.83% (n = 370,000);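 active means inhibition above the mean of compounds lying between control limits plus 3 SD, set per campaign, cut at about 8.5% in these data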;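 further: 0% = DMSO-only wells as the low control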
# Target sequence (P78536 215-824 limits assumed): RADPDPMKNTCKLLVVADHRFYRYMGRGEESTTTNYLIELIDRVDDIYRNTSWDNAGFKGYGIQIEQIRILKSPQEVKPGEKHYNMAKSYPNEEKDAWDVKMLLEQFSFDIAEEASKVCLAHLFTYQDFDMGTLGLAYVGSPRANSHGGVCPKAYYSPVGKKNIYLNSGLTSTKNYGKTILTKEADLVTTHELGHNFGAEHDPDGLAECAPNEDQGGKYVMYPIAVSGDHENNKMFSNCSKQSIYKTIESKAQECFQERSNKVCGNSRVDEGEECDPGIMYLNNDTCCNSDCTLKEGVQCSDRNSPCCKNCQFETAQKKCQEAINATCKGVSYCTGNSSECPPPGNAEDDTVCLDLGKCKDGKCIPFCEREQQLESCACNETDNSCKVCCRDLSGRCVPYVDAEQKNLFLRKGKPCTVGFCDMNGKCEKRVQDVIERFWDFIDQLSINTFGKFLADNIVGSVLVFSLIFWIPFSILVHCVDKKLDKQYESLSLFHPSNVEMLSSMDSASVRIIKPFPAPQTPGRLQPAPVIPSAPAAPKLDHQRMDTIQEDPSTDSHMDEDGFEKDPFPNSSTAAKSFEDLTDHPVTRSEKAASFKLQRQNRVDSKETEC
# PLC-gamma1 inh = inhibitors of human phospholipase C gamma1; P19174; purified PLC-gamma1, fluorogenic substrate, fluorescence; inhibition, % at 12.2 µM; actives 0.84% (n = 370,000); AID 720700; in the data active means inhibition above about 9.5%
# ssDAF12 agonist = activators of S. stercoralis DAF-12 nuclear receptor; HEK293 ssDAF-12/GRIP1 lit1-tk-luc reporter, luminescence; % of 3 µM dafachronic acid response; actives 1% (n = 370,000); activation, % at 6.8 µM;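 active means activation above the mean over all tested compounds plus 3 SD, cut at about 0.9% in these data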;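 further: 0% = DMSO-only wells and 100% = 3 µM delta7-dafachronic acid wells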
# ADAM10 inh = inhibits human ADAM10 | O14672 | AID 720582 | recombinant ADAM10, EDANS/DABCYL FRET peptide cleavage, 3 h | actives 0.62% (n = 370,000) | inhibition, % at 7 µM;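 active means inhibition above a per-campaign cutoff equal to the mean of compounds falling between control-based bounds plus 3 SD, cut at about 20% in these data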;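 further: 0% = DMSO wells while the 100% control is not disclosed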
# An asterisk follows results filed as active; i = inactive; . = not tested or not shown. Not a hit list; 6.9% or so of the library scored in one or more.
# Screens in order – hcDAF-12 act, GAA850 FXN act, hgDAF12 agonist, PLC-beta3 inh, DAX1 inh-1, HGIII-sPLA2 inh, DAX1 inh-2, ADAM17 inh, PLC-gamma1 inh, ssDAF12 agonist, ADAM10 inh
O=C(NCc1cccs1)c1cccc(Nc2nc3ccc(Br)cc3[nH]2)c1
→ 1.9, -0.4, -0.1, -9.2, 0.7, -2.7, -0.2, -0.3, -2.1, -1.1, 13.7
CC1CCCC(NC(=O)CSc2ncccc2C(=O)O)C1C (stereo not given)
→ 1.8, -1.6, -1.8, 2.3, 0.8, 6.5, -0.1, -2.2, 2.9, 1.2*, -2.7
Cc1sc2nc(CN3CCCC3)nc(N3CCC(C(N)=O)CC3)c2c1C
→ -1.0, -0.9, 0.9, -113.8, 0.2, 1.2, -0.3, -9.6, -86.9, -0.8, -14.9
COc1cc(/C=C(\CC(=O)O)c2nc3ccccc3s2)cc(OC)c1O
→ 2.3, -1.5, -1.7, i, 1.3, -10.1, -0.3, -14.0, -348.4, -1.2, -43.6
O=C(Nc1cccc(-c2nc3cc(Cl)ccc3o2)c1)C1CCCO1 (stereo not given)
→ 0.9, 3.2, 4.7, -13.1, 1.4, -4.5, 0.6, -2.9, -10.2, -1.9, -2.9
COC(=O)/C=C1/N/C(=N\c2nc(C)cc(C)n2)N(c2ccccc2)C1=O
→ -0.1, 1.9, -1.8, 3.8, 0.5, 1.3, -0.9, 1.4, 1.0, -0.4, 2.4
COC(=O)CN(c1cccc(C(C)=O)c1)S(C)(=O)=O
→ -1.8, 2.1, 1.3, 2.9, 0.7, -1.7, -0.1, 0.8, 3.2, -0.9, 6.1
CCCNC(=S)NC1CC2CCC(C1)N2Cc1ccccc1 (stereo not given)
→ -2.0, 1.7, 0.2, 1.1, 0.4, 13.7, -0.5, -4.3, 2.0, -1.7, -2.1
CCCCn1nnnc1C(c1cc2ccccc2o1)N1CCN(c2c(C)cccc2C)CC1 (stereo not given)
→ -0.5, ., 1.1, -0.3, ., 0.0, 0.9, -4.7, 0.7, -1.1, -6.0
COc1ccccc1OCCNC(=O)Cc1ccc(S(=O)(=O)N2CCOCC2)s1
→ -0.9, 2.2, -1.2, -6.8, -0.8, -13.7, -0.9, 0.4, -0.5, -1.3, 0.5
O=C(Nc1ccccc1C(=O)NCc1ccccc1)c1ccco1
→ -0.4, -2.1, -0.1, -12.2, -0.6, -3.0, -0.7, -4.4, -10.3, -1.5, 0.8
CC(C)(C)Cc1nc(-c2ccccn2)no1
→ 0.9, 2.2, 1.8, 3.1, 0.3, 2.9, 1.2, 3.2, 9.2, 0.3, -0.5
CC1(c2nnc(-c3ccncc3)o2)CC(c2ccc([N+](=O)[O-])cc2)=NO1 (stereo not given)
→ 0.4, 0.0, -0.4, -0.6, 0.8, 7.3, -0.3, -0.2, -4.8, -1.1, -5.7
Cc1ccc(S(=O)(=O)Nc2ccc(N(C)S(=O)(=O)c3ccc(C)cc3)cc2)cc1
→ -0.9, -0.4, -2.4, -5.5, 0.1, -26.4, -0.1, 5.0, 3.0, -0.5, 18.9
O=C1/C(=C/c2cccnc2)Sc2ccccc21
→ 0.3, 1.1, -0.3, -17.9, -0.9, -6.6, -0.8, 2.8, -21.1, -0.8, -0.7
COc1ccc(N2CC(NC(=O)N3CCN(C(=O)c4ccco4)CC3)CC2=O)cc1OC (stereo not given)
→ -0.4, 0.2, -2.1, -2.7, -0.5, 3.3, 0.3, 0.5, 2.8, -0.9, 4.8
COc1cccc2cc(-c3ccnc(N)n3)oc12
→ 0.8, 5.0, 5.8, -434.9, -0.1, 0.1, 1.8, -28.5, -313.0, -1.6, -59.6
O=C(N1CCCCC1)C1(c2ccccc2)CCOCC1
→ -2.6, 0.6, 1.6, 0.3, 1.1, -0.1, 0.3, 0.0, 1.0, -1.5, -3.4
CC(=O)N[C@@H](C)c1nc2ccccc2n1CCCN1CCN(c2nc(-c3ccc(C)cc3)cs2)CC1
→ -4.7, -3.9, -5.9, -7.5, -3.5, -17.3, -2.1, -0.6, -3.1, -2.1, -0.2
CC1CCCC(C)N1CCNC(=O)Nc1ccc(Cl)cc1 (stereo not given)
→ -0.8, 0.4, -0.6, 3.5, 0.5, 1.0, 0.5, -1.3, 2.1, -0.7, -5.3
COC(=O)CCCn1cc(CN2CC(N3CCN(Cc4cccc(C)c4)CC3)CS2(=O)=O)nn1 (stereo not given)
→ -0.4, ., 1.1, 5.0, ., -3.6, -0.1, -1.2, 4.6, -1.2, -0.3
CC1=CC2CC1C1C(=O)N(c3ccc(S(=O)(=O)Nc4nc(C)cc(C)n4)cc3)C(=O)C21 (stereo not given)
→ -2.0, 1.0, 0.9, 2.6, -1.5, -14.6, -0.3, -0.6, -2.7, -1.6, -1.8
Cc1cc(C)nc(NS(=O)(=O)c2ccc(NC(=O)c3ccc(N4C(=O)CCC4=O)cc3)cc2)n1
→ 1.5, 1.6, -2.2, 1.2, 0.3, -6.0, 0.1, -1.1, -1.5, -1.4, -8.2
O=C(OCc1cn(Cc2ccc(F)c(F)c2)nn1)N1CCOCC1
→ -0.2, ., -2.6, -6.3, ., 19.4*, 0.3, -6.0, 2.4, -1.5, -11.4
Nc1nc(C(F)(F)F)c(Br)c(=O)n1N
→ -0.2, 1.5, -1.1, -1.1, -0.2, 1.8, 0.0, -1.0, 2.2, -0.8, 3.8
CCN(CC(=O)Nc1ccc(N2CCOCC2)cc1)C(=O)c1ccc(C#N)cc1
→ 0.2, 0.2, -0.4, -3.5, 0.1, 2.2, -0.4, -6.1, 0.9, -1.8, -9.5
CCN(C(=O)COC(=O)CCS(=O)(=O)c1ccccc1)c1c(N)n(Cc2ccccc2)c(=O)[nH]c1=O
→ 0.2, -0.1, -0.4, -0.4, 0.7, 15.6, 1.6, -4.7, 5.5, -0.9, -14.8
COc1ccc(C(=O)N2CCN(C(=O)C3COc4ccccc4O3)CC2)cc1 (stereo not given)
→ -1.1, 1.0, 2.8, -7.9, -0.3, 7.1, -0.4, -7.8, 2.1, -1.5, 7.8
CCC1CCC(C(=O)NNC(=O)c2cc(-c3ccco3)[nH]n2)CC1 (stereo not given)
→ -1.4, 2.1, -1.5, -27.5, -0.2, 1.6, -0.5, -8.1, -9.3, -1.9, -2.1
CCOC(=O)c1c(C)n(CCNC(C)=O)c2ccc(OC)cc12
→ -0.8, -0.8, -0.2, 4.1, -0.6, -2.0, -0.5, -1.9, 2.8, -1.2, 0.5
COc1ccc(NC2=CC(c3ccc(F)cc3)N(c3ccc(OC)cc3)C2=O)cc1 (stereo not given)
→ 0.6, 1.7, -1.4, -58.9, -1.1, -12.7, 0.0, 1.7, -56.8, -1.6, 0.5
COC(=O)[C@@]12CCCCC=C1N(CCc1ccc(Cl)cc1)C(=O)[C@H]2CC(=O)NCc1ccc(C)o1
→ 0.0, ., -0.1, 1.4, ., -13.5, -1.7, -3.2, 2.0, -1.3, 2.9
Cc1cnc(C(=O)Oc2cccc(Cl)c2Cl)cn1
→ -1.0, 2.3, 0.1, -6.8, -1.0, 7.0, -0.1, -1.5, 2.2, -0.8, 3.8
COc1ccc(/C=C(\NC(=O)c2ccco2)C(=O)NC(Cc2ccccc2)C(=O)O)cc1 (stereo not given)
→ 2.1, 0.0, 3.0, -3.2, -1.3, -1.9, -0.1, 2.6, -0.4, 0.6, -0.6
COc1ccc(N2CC(C(=O)Nc3nnc(SCC(=O)N4CCCC4)s3)CC2=O)cc1 (stereo not given)
→ 1.8, -0.9, 1.8, -8.9, 1.4, 1.1, 0.0, -2.3, 5.8, -0.9, -6.5
CS(=O)(=O)NCCn1ccc2ccccc21
→ 0.6, 0.9, -0.1, 0.0, -1.1, -1.3, -0.2, -1.1, -2.3, -1.4, -3.2
O=C(/C=C/c1ccccc1[N+](=O)[O-])OCC(=O)N1CCCC1
→ 3.5, 0.6, 0.1, -3.7, -0.7, -0.4, -0.2, 0.5, 5.7, 0.1, 5.9
CC[C@]12C(=O)N(C)C[C@H]([C@@H]3C(=O)N(C)C(=O)[C@@H]31)N2C(=O)c1ccccc1
→ -1.5, -1.0, 3.5, -2.0, -1.2, 0.2, 0.4, -5.1, -0.3, -1.2, 4.4
CCC[C@H]1[C@@H](OC(=O)N2CCCC2)CC[C@@]23CCCN2C(=O)CCC[C@@H]13
→ -2.1, ., 2.8, 1.3, ., 0.0, ., -4.1, -0.5, -1.4, -3.5
O=C1c2ccccc2S(=O)(=O)c2cc(N3CCN(C(=O)c4ccccc4)CC3)ccc21
→ 0.1, ., 4.7, -54.5, ., -3.7, -0.5, -2.1, -40.6, -0.7, -0.5
Cc1cc(C)c(NC(=O)CSc2nc3ncc(Br)cc3[nH]2)c(Cl)c1
→ -2.0, 0.8, -0.9, -5.3, 0.9, -11.6, -1.2, -2.3, 1.5, -1.2, -0.8
COC(=O)c1ccc(S(=O)(=O)N2CCOCC2)o1
→ -1.4, 0.9, -1.9, -1.4, 0.7, 2.4, -1.1, 2.0, 3.3, -1.3, 7.3
Cc1ccc(NC(=O)/C(C#N)=C/c2ccc(C)s2)c(C)c1
→ -0.8, 3.3, -1.4, 4.1, 0.0, 0.6, 0.4, 1.3, 1.6, -1.3, 2.1
CC[n+]1ccc(C)c2cc(P(=O)(c3ccccc3)c3ccccc3)ccc21
→ 0.7, 3.0, 0.7, -7.6, -0.2, 16.8, 0.1, -7.3, 0.4, -1.5, -3.2
CC(=O)Nc1nnc(COc2ccccc2)s1
→ -1.5, 3.6, 2.8, 1.9, 1.4, -2.5, -0.2, -2.5, -0.5, -0.5, -3.6
CC(C(=O)NCc1ccc2c(c1)OCO2)N(c1ccccc1)S(C)(=O)=O (stereo not given)
→ 1.1, -0.1, -1.5, -1.2, 0.5, 1.8, -0.1, -3.4, -1.3, -0.6, -11.6
CN(C)c1ccc(C(C#N)c2ccccc2)nn1 (stereo not given)
→ 6.1*, 3.1, 21.1*, -5.9, 0.4, 10.4, 2.1, -1.4, -5.3, 2.1*, -5.0
Cc1cc(NC(=O)C(C)SCC(=O)N(C)CC(=O)Nc2ccccc2C(F)(F)F)no1 (stereo not given)
→ -0.9, 0.0, 2.3, 4.6, -0.1, -0.7, 0.9, 0.0, 1.3, -1.4, 5.5
CC(=O)c1cccc(-c2ccnc3c2CC(C(=O)Nc2ccc(F)c(Cl)c2)O3)c1 (stereo not given)
→ -2.5, -0.6, -5.4, -0.6, ., -31.0, -3.3, 4.1, -1.6, -2.5, 3.3
CC(C)c1cccc(C2=CC(=O)C[C@H](c3ccc4c(c3)OCO4)C2)c1
→ -1.4, 4.2, -0.4, -5.2, -1.1, -6.3, -0.7, -1.3, 0.7, -1.1, 2.4
COc1cc(OC)cc(C(=O)NNC(=O)CN2C(=O)NC(C)(c3ccc(C)cc3)C2=O)c1 (stereo not given)
→ -1.4, -0.1, 0.7, -4.5, 4.4*, -22.9, -0.3, 2.1, 3.0, -1.2, 3.2
Clc1ccccc1CNc1nc2ccccc2n2cnnc12
→ -0.4, 0.6, 1.9, -6.0, -1.0, -7.0, -0.6, 0.9, -0.1, -2.0, 0.2

# Source: PubChem BioAssay
